# Bioassay records from PubChem.
# CXCR6 inh: blocks human CXCR6 beta-arrestin recruitment; hit rate 0.36% among 360,000; inhibition, % at 20 µM; AID 602244; O00574; CHO-K1 PathHunter CXCR6 beta-arrestin, luminescence; in the data active = inhibition above about 34%, passing the limit was not always enough;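 also: antagonist mode with CXCL16 agonist at 10 nM final; 0% = 10 nM CXCL16 with DMSO and 100% = unstimulated wells without agonist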
# CCR6 antag: CCR6 (human) receptor antagonism; P51684; CHO-K1 CCR6 PathHunter beta-arrestin, luminescence, CCL20-stimulated; inhibition, % at 20 µM; hit rate 0.49% among 340,000; AID 493098;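 active = compounds whose inhibition of the agonist-driven luminescence signal at 20 µM reaches about 50%, limit read from the data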;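 also: cells stimulated with CCL20 at 14 nM final; plate controls were DMSO with CCL20 for no effect and DMSO without agonist for full effect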
# Target sequence (P51684 whole entry, looked up): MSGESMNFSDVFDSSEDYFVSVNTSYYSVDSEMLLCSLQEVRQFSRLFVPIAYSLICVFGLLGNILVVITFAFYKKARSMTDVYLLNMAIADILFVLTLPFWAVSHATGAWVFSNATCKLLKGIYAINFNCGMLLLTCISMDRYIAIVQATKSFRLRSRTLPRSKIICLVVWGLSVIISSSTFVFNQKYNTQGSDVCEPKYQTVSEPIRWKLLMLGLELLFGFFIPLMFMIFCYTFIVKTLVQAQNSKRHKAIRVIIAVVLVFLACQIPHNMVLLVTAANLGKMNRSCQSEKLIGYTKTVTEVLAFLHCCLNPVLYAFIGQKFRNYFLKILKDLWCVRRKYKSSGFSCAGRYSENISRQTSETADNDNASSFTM
# UBC13 inh: human UBC13 polyubiquitination inhibition | UBC13 polyubiquitin chain formation, TR-FRET | inhibition, % at 20 µM | hit rate 0.47% among 330,000 | AID 485273; in the data active = inhibition above about 45%, passing the limit was not always enough; inconclusive = no clear call, values can overlap the other calls
# Target sequence (P61088 whole entry, looked up): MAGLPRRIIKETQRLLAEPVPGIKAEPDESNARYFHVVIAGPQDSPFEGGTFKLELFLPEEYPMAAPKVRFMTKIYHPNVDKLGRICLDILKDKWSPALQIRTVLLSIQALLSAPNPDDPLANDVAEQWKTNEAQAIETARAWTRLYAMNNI
# EBI2 antag: EBI2 (human) antagonism | P32249 | EBI2 beta-arrestin recruitment, luminescence, 7a,25-OHC stimulated | inhibition, % at 5 µM | hit rate 0.81% among 360,000 | AID 651636; in the data active = inhibition above about 38%;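 also: enzyme fragment complementation signal reports receptor beta-arrestin coupling in cells; 0% = agonist plus DMSO wells and 100% = wells without agonist; some results beyond the cut were filed as inactive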
# Target sequence (P32249 whole entry, looked up, the tested form may be a part): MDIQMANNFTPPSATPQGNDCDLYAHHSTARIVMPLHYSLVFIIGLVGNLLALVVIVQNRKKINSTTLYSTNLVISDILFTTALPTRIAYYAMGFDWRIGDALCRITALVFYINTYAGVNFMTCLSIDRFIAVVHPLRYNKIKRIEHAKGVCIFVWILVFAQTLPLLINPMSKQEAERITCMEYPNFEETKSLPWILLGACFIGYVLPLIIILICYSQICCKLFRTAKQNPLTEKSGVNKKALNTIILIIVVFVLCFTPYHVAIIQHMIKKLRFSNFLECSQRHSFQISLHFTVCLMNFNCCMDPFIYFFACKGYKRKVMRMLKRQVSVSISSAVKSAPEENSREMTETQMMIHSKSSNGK
# APJ ag: agonists of human APJ apelin receptor; hit rate 0.11% among 330,000; AID 2520; activation, % at 20 µM; CHO-K1 APJ PathHunter beta-arrestin, luminescence; 0% DMSO wells, 100% apelin;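 active = activation more than six SD over the plate average, tested at 20 µM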;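 also: 0% = DMSO alone and 100% = apelin-13 at 10 nM; some results filed as inactive read as strong as hits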
#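 Test system: CHO-K1 APJ beta-arrestin complementation cell line. Amount: cell density 1000 per well. Controls: DMSO negative, 10 nM Apelin-13 positive. Signal: luminescent beta-gal fragment complementation, chemiluminescent substrate. Read-out basis: agonist-driven arrestin binding to APJ. Timing: compound stimulation 90 min at 25 °C, detection 60 min.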
# Gli-Sufu antag: antagonists of Gli-Sufu signaling; Sufu-KO-LIGHT fibroblasts, Gli luciferase reporter luminescence; inhibition, % at 5 µM; hit rate 0.74% among 340,000;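 active = inhibition above about 55%, limit read from the data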;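 also: 0% = DMSO-treated cells and 100% = wells with medium but no cells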
# ATG4B inh: inhibitors of human ATG4B cysteine protease. Q9Y4P1. ATG4B cleavage of LC3-PLA2, NBD-HPC fluorescence, 1 h. inhibition, % at 8.33 µM. hit rate 0.51% among 340,000; in the data active = inhibition above about 40%
# APJ antagonist: blocks the human apelin receptor APJ | P35414 | CHO-K1 APJ beta-arrestin complementation, luminescence | inhibition, % at 20 µM | hit rate 0.32% among 330,000 | AID 2521;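 active = inhibition above about 40% at 20 µM, limit read from the data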;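 also: cells challenged with 10 nM apelin-13 agonist together with compound; plate controls were apelin-13 plus DMSO wells for no effect and DMSO wells lacking apelin-13 for full effect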
# The depositor's hits bear a star; ? = inconclusive; . = no result given.
# Each structure is followed by: CXCR6 inh	CCR6 antag	UBC13 inh	EBI2 antag	APJ ag	Gli-Sufu antag	ATG4B inh	APJ antagonist
- CCOC(=O)C1CCCN(C(=O)c2cn(-c3ccccc3)nc2-c2cccnc2)C1 (stereo not drawn)
  -1	12	10	3	-2	0	6	10
- CN(C)c1ccc(C(=S)N2CCNCC2)cc1
  4	-15	9	-5	-4	5	4	-1
- CC1CN(c2ccc(C(=O)c3ccccc3C(=O)O)cc2[N+](=O)[O-])CC(C)O1 (stereo not drawn)
  1	-7	-21	2	-4	5	-4	11
- COc1ccc(O)c(/C=N/c2nc3ccccc3n2C)c1
  -5	12	2	1	0	-7	3	-6
- Cc1noc(NS(=O)(=O)c2ccc(NC(=O)c3cc(S(=O)(=O)Nc4ccc(F)cc4)ccc3Cl)cc2)c1C
  8	1	.	1	.	-7	-8	.
- CC(NC(=O)CN(C)Cc1cccs1)c1ccccc1 (stereo not drawn)
  -5	16	-16	-6	-3	8	15	18
- C=CC[C@@H](CC(=O)N(CCO)Cc1ccccc1)C(=O)NC[C@H](OC(=O)[C@@H](CC=C)Cc1ccc(F)cc1)c1ccccc1
  27	29	9	-4	-3	11	22	10
- COc1ccc(NC(C)C(=O)N/N=C/c2ccccc2OCc2cccc(Br)c2)cc1 (stereo not drawn)
  -8	3	-12	17	-2	-14	3	-1
- COc1ccc(NC(=O)CCc2nc(-c3ccc(C)cc3)no2)c(OC)c1
  -5	7	-7	1	0	5	3	11
- Cc1cc(C)c(C)c(S(=O)(=O)N2CCN(C(=O)CCC(=O)N3CCOCC3)CC2)c1C
  4	0	16	0	-2	1	-3	6
- O=C(Nc1ccc(N2CCCC2)cc1)c1cccc(F)c1
  -12	8	3	-3	-2	-38	2	-2
- CCn1nnc(-c2ccccc2NS(=O)(=O)c2ccc(S(=O)(=O)N3CCCCCC3)cc2)n1
  2	14	-3	2	-1	13	-5	14
- CCCOCC1CC2(CC(C)(c3csc(N)n3)OC2=O)C(=O)O1 (stereo not drawn)
  1	4	-1	-2	6	1	-8	19
- CC(C)(C)OC(=O)N1CCN(c2ccc(CNC(=O)c3ccc(Cl)cc3)cc2)CC1
  -2	-1	11	59*	-3	4	-7	-8
- COC(=O)c1ccc(C(=S)N2CCOCC2)cc1
  -6	0	-2	-6	-2	-6	-3	14
- COc1ccc(C(=O)c2ccccc2)cc1
  5	13	4	-4	-2	-18	0	11
- Cc1ccc(C(=O)Cn2c(C(=O)O)cc3ccccc32)cc1
  14	5	-5	-7	1	4	4	-2
- Fc1ccc(-c2nnn3c2nc(NCc2ccccc2)c2ccccc23)cc1
  0	-1	?	-4	-7	-1	-3	-12
- CCOc1cc2[nH]c(=S)n(CCCN3CCCC3=O)c(=O)c2cc1OCC
  -9	-5	-11	31	23*	2	-4	-12
- COc1ccc(C(CC(=O)O)NC(=O)c2ccccc2[N+](=O)[O-])cc1 (stereo not drawn)
  2	11	2	-7	-3	5	4	3
- C=C(C)C(=O)N1CC2(CC(c3cccc(NC(=O)/C=C\C=C/C)c3)=NO2)C[C@H]1C(N)=O (stereo partly drawn)
  6	3	-15	-2	4	-10	-1	-12
- COc1ccccc1Nc1nc2c(C)cccc2cc1C#N
  -5	4	3	7	0	-5	-4	18
- O=c1cc(CN2CCN(c3ccccc3O)CC2)nc2sccn12
  1	-3	0	6	3	0	-1	8
- Cc1ccc(NC(=O)NCC2CCN(Cc3cccc(Cl)c3)CC2)cc1Cl
  -2	7	31	33	-1	-2	6	-28
- O=C(Nc1nnc(-c2ccc3c(c2)CCCC3)o1)c1ccccc1Cl
  12	17	-11	-8	0	-2	-6	-83
- CCCC(C(=O)NCCC(C)C)N(Cc1ccccc1Cl)C(=O)c1snc(C(N)=O)c1N (stereo not drawn)
  27	21	6	9	-2	4	8	28
- Cc1ccc(C)c(C(=O)COC(=O)CN2C(=O)C3C4C=CC(C4)C3C2=O)c1 (stereo not drawn)
  5	-6	-5	9	-4	8	-2	5
- Cc1cc2[nH]c(=O)c(=O)[nH]c2cc1S(=O)(=O)NC1CCC(C)CC1 (stereo not drawn)
  -2	-8	12	0	3	-8	4	-4
- Cc1cc(=O)oc2cc(Oc3ccc([N+](=O)[O-])cc3C(F)(F)F)ccc12
  -8	10	0	4	11	33	-7	0
- Cc1[nH]c(=O)[nH]c(=O)c1S(=O)(=O)N(C)Cc1ccccc1
  -2	-10	1	0	2	-13	-6	4
- C=CCNCC(=O)Nc1sc2c(c1C(=O)Nc1ccc(OC)cc1OC)CCC2
  13	14	13	-6	-2	4	4	-6
- O=C(CCC1CCN(C(=O)c2cccc(Cl)c2F)CC1)Nc1ccccc1
  15	20	11	4	-4	15	-8	21
- CCSc1nc2sc3c(c2c(=O)[nH]1)CC(C)(C)OC3
  3	12	-5	6	-1	-2	3	-2
- C=CCN1C(=O)/C(=C\C=C2\N(C)c3ccccc3C2(C)C)SC1=S
  30	71*	-230	38	-7	21	-8	57*
- COc1cccc2cc(C(=O)N3CCN(c4ncccn4)CC3)c(=O)oc12
  2	-17	-7	0	4	15	17	-12
- CCc1ccc(NC(=O)COc2ccc(/C=C(/C#N)c3nc4ccccc4[nH]3)cc2OC)cc1
  -4	3	-7	4	5	3	6	11
- CCCCn1c(N)c(N(CCOC)C(=O)CCNC(=O)c2ccc(Cl)cc2)c(=O)[nH]c1=O
  -1	11	6	0	-4	-13	-3	8
- Cc1nn(-c2ccccn2)c2nc(-c3cccs3)cc(C(=O)N3CCOCC3)c12
  12	-3	21	-4	-4	3	-8	4
- O=C1C2C3C=CC(C3)C2C(=O)N1CNc1ccccc1 (stereo not drawn)
  -10	-10	-5	-11	-1	-22	7	15
- O=C(CN(CC1CCCO1)S(=O)(=O)c1ccc(S(=O)(=O)NCC2CCCO2)cc1)Nc1ccccc1 (stereo not drawn)
  -11	-15	7	-8	-2	-2	-9	0

# Some of these compounds in order of their number in ATG4B inh, highest first:
SMILES,CXCR6 inh,CCR6 antag,UBC13 inh,EBI2 antag,APJ ag,ATG4B inh,APJ antagonist
CCc1ccc(NC(=O)COc2ccc(/C=C(/C#N)c3nc4ccccc4[nH]3)cc2OC)cc1,-4,3,-7,4,5,6,11
Cc1cc2[nH]c(=O)c(=O)[nH]c2cc1S(=O)(=O)NC1CCC(C)CC1 (stereo not drawn),-2,-8,12,0,3,4,-4
O=C(Nc1nnc(-c2ccc3c(c2)CCCC3)o1)c1ccccc1Cl,12,17,-11,-8,0,-6,-83

# Continuation.
# Each structure is followed by: CXCR6 inh	CCR6 antag	UBC13 inh	EBI2 antag	APJ ag	Gli-Sufu antag	ATG4B inh	APJ antagonist
- CCC(=O)N1CCCN(S(=O)(=O)c2ccc(C)cc2)C1c1ccc(OC)cc1 (stereo not drawn)
  10	20	0	5	-1	22	-11	-1
- CCCCN1C(=S)NC[C@@H]1Cc1cccc2ccccc12
  5	11	18	-1	-8	-5	-10	1
- O=C1N(Cc2ccc3c(c2)OCO3)c2ccccc2C1(O)c1c[nH]c2ccccc12 (stereo not drawn)
  -5	0	2	-4	-1	8	5	-9
- Cc1c(Cl)cccc1NC(=O)CNc1cccc(S(=O)(=O)N(C)C)c1
  4	7	-8	0	-2	9	-5	-12
- Cc1ccc(C)c(Cn2c3ccccc3c3cnn(CC(=O)NCc4ccccn4)c(=O)c32)c1
  -5	8	0	-1	-2	-7	-10	13
- CCOc1ccc(N2CC(C(=O)Nc3ccc(S(=O)(=O)N4CCCCC4)cc3)CC2=O)cc1 (stereo not drawn)
  -2	2	4	79*	11	-2	-16	3
- COc1cccc(OCCCOc2ccc([N+](=O)[O-])cc2Cl)c1
  -9	6	5	4	-3	-28	-3	7
- CC1(C)CC(=O)c2cc(C(=O)NCc3ccco3)c(=O)n(-c3ccc(Cl)cc3)c2C1
  4	6	-3	4	-5	2	-11	11
- COc1ccc(C(=O)Nc2ccc([N+](=O)[O-])cn2)cc1OC
  -21	4	-10	-3	-1	-7	-11	0
- CC(=O)Nc1ccc(OCC(O)Cn2nc(C)nc2C)cc1 (stereo not drawn)
  -8	-3	1	7	-3	-2	-1	9
- CC(=O)c1ccc(N2CCN(S(=O)(=O)c3c(C)[nH]c(C)c3C(=O)N3CCCC3)CC2)cc1
  3	19	-9	4	1	0	-3	-10
- COc1cc(NC(=S)NC2CC2)c(OC)cc1Cl
  6	-1	-3	3	-3	1	-9	-22
- Cc1ccc(-c2nn(-c3ccccc3)cc2NC(=O)CCl)cc1
  -1	2	2	-8	3	20	8	-12
- CCN(CC)S(=O)(=O)c1ccc(OC)c(NC(=O)c2cccc([N+](=O)[O-])c2C)c1
  -2	-8	5	5	7	13	-14	-1
- Cc1ccc(-n2c(SCC(=O)NCC3CCCO3)nc3c(c2=O)SCC3)cc1 (stereo not drawn)
  -11	-2	3	-6	2	4	-10	-14
- CCc1cc(=O)oc2c(C)c(OCC(=O)NCC3CCC(C(=O)O)CC3)ccc12 (stereo not drawn)
  6	1	-8	-6	-2	-3	2	-15
- COc1ccc(-c2onc(C)c2-c2cnn(-c3ccccc3)c2)c(O)c1C
  3	2	3	6	-5	1	-2	-13
- CCn1c(SCC(=O)Nc2ccc(C)cc2)nc(O)cc1=O
  1	4	-5	10	0	8	5	22
- C#CCOCCOCCOCCNc1nc(N2CCN(C(=O)[C@H](C(C)C)n3cc(CCO)nn3)CC2)nc(N2CCN(C(=O)[C@H](C)n3cc(CCCN=C(N)N)nn3)CC2)n1
  7	-6	.	-8	.	11	0	.
- CCOc1cc(NC(=S)NCc2ccco2)c(OCC)cc1NC(C)=O
  7	-9	-4	1	-2	0	-6	15
- Cn1c(N)c(C(=O)COC(=O)C2CC(O)CN2S(=O)(=O)c2ccc(Cl)cc2)c(=O)n(C)c1=O (stereo not drawn)
  -3	14	-1	-13	-1	6	2	5
- COc1ccc(NC(=O)CN2C(=O)C(c3ccccc3)=NC23CCCCCC3)cc1OC
  6	28	-2	2	-2	9	5	-13
- O=C(NCCN1CCN(c2ccccc2)CC1)c1ccc(NC(=O)C2CCCO2)cc1 (stereo not drawn)
  14	13	-17	1	0	7	-12	-8
- O=[N+]([O-])c1ccc(Oc2ccc(F)cc2Br)c2ccncc12
  -6	-3	0	-5	6	0	-7	-12
- O=C(NC1CC1)c1c[nH]c2ccc(S(=O)(=O)Nc3cccc(C(F)(F)F)c3)cc2c1=O
  -2	6	-1	-3	0	5	-23	-15
- CN(C)S(=O)(=O)c1ccc(C(=O)N2CCN=C2SCc2ccccc2)cc1
  -2	2	-5	5	-1	-1	7	3
- COc1ccc(N2CCCn3c2nc2c3c(=O)n(Cc3ccccc3)c(=O)n2C)c(OC)c1
  8	3	1	3	-3	-23	-3	13
- CCCCn1c(-c2ccccc2)nnc1-c1ccccc1
  -3	4	1	-3	-4	-25	33	3
- O=C(Nc1cccc(Cl)c1)c1nc[nH]c1C(=O)N1CCN(c2ccccc2)CC1
  0	6	12	-7	-4	-4	-2	0
- CCCCC1CCC(C(=O)N(C)CC(=O)Nc2cccc(OC)c2)CC1 (stereo not drawn)
  6	11	9	4	-1	-9	-12	1
- Cc1ccc(C(=O)NNC(=O)C2CCN(c3nccc(C)n3)CC2)cc1
  -1	5	7	3	1	3	-9	7
- O=C(NCc1ccccc1)c1cc[n+](CC(=O)c2cccs2)cc1
  11	6	-3	8	-6	4	-6	13
- S=C(NCCc1ccncc1)Nc1cccc2ccccc12
  8	5	4	3	-1	-2	-5	1
- COc1cccc(NC(=O)CN2C(=O)NC(C)(C3CC3)C2=O)c1 (stereo not drawn)
  4	8	14	-25	2	-7	15	-3

# Shown as a hit in APJ ag (from the list above):
compound	CXCR6 inh	CCR6 antag	UBC13 inh	EBI2 antag	APJ ag	ATG4B inh	APJ antagonist
CCOc1cc2[nH]c(=S)n(CCCN3CCCC3=O)c(=O)c2cc1OCC	-9	-5	-11	31	23*	-4	-12

# This is a random part of the collection, and some 3% of all compounds hit somewhere here.
